BioA inh – blocks M. tuberculosis BioA enzyme activity; purified M. tuberculosis BioA enzyme, plate reader; inhibition, % at 9.99 µM; actives 0.096% (n = 360,000); in the data active = inhibition above about 40%
* marks the source's active call; other numbers are inactive results. Some of the compounds tested; count on the stated rates, not on these rows.

SMILES	BioA inh
CO[C@H]1CN(C)C(=O)c2ccc(NC(=O)Nc3cc(F)ccc3F)cc2OC[C@H](C)NC[C@H]1C	2.2
N#Cc1ccc(-c2ccc3c(c2)[C@H]2[C@H](CCN2C(=O)c2ccccc2F)[C@@H](CO)N3)cc1	2.6
O=C(NC1CCCCC1)N[C@@H]1CC[C@@H](CCNS(=O)(=O)c2ccccc2)O[C@H]1CO	-2.6
Cc1noc(C)c1NC(=O)Nc1ccc2c(c1)C(=O)N([C@H](C)CO)C[C@H](C)[C@H](CN(C)Cc1ccc(C(=O)O)cc1)O2	-1.9
COc1ccc(NC(=O)Nc2ccc3c(c2)[C@@H]2C[C@@H](CC(=O)N4CCOCC4)O[C@@H](CO)[C@@H]2O3)cc1	-1.7
COc1ccc(NC(=O)N(C)C[C@@H]2Oc3ccc(NC(=O)Nc4ccc(C(F)(F)F)cc4)cc3C(=O)N([C@@H](C)CO)C[C@H]2C)cc1	0.1
C[C@@H]1CCCCO[C@@H](CN(C)S(=O)(=O)c2ccccc2)[C@@H](C)CN([C@H](C)CO)C(=O)c2cc(NS(=O)(=O)c3ccccc3)ccc2O1	-3.6
C[C@H]1CCCCO[C@@H](CN(C)Cc2ccccc2)[C@@H](C)CN([C@@H](C)CO)C(=O)c2cc(NC(=O)c3ccccc3)ccc2O1	0.7
CC(C)NC(=O)Nc1ccc2c(c1)C(=O)N([C@@H](C)CO)C[C@H](C)[C@H](CN(C)C(=O)Nc1ccccc1)OCCCC[C@@H](C)O2	2.3
CS(=O)(=O)Nc1ccc2c(c1)[C@H]1C[C@H](CC(=O)NCc3ccc(Oc4ccccc4)cc3)O[C@@H](CO)[C@H]1O2	-0.6
Cc1cccc(-c2ccc([C@H]3[C@H](CO)N4CCCCN(S(=O)(=O)c5cccs5)C[C@@H]34)cc2)c1	1.0
CO[C@@H]1CN(C)C(=O)c2ccc(NS(=O)(=O)c3ccc(Cl)cc3)cc2OC[C@H](C)NC[C@@H]1C	8.9
C[C@@H]1CN([C@H](C)CO)C(=O)c2cc(C3=CCCC3)cnc2O[C@H]1CN(C)C(=O)Nc1ccccc1	2.5
Cc1noc(C)c1NC(=O)N[C@@H]1CC[C@@H](CCNC(=O)C2CC2)O[C@H]1CO	-3.4
CCCN1C[C@H](C)[C@@H](OC)CN(C)C(=O)c2cc(NS(C)(=O)=O)ccc2OC[C@H]1C	0.0
C[C@@H]1CCCCO[C@@H](CN(C)Cc2ccc3c(c2)OCO3)[C@@H](C)CN([C@H](C)CO)C(=O)c2cc(NS(C)(=O)=O)ccc2O1	0.4
O=C(c1ccc(F)cc1)N1C[C@@H]2[C@H](c3ccccc31)[C@@H](CO)N2C(=O)c1ccccc1	-4.6
COc1ccc(NC(=O)N[C@@H]2CC[C@H](CC(=O)NC3CCCCC3)O[C@H]2CO)cc1	-1.5
C/C=C/c1ccc2c(c1)O[C@H](CN(C)C(=O)c1cccc(F)c1)[C@@H](C)CN([C@H](C)CO)S2(=O)=O	2.6
C[C@H]1CN([C@@H](C)CO)C(=O)c2cc(Br)cnc2O[C@H]1CN(C)C(=O)Nc1ccccc1	-1.6
C[C@@H]1CCCCO[C@H](CN(C)Cc2ccc(Cl)c(Cl)c2)[C@@H](C)CN([C@H](C)CO)C(=O)c2cc(NC(=O)Nc3ccc(F)cc3)ccc2O1	-0.9
C[C@@H]1CCCCO[C@H](CN(C)C(=O)C2CCCCC2)[C@@H](C)CN([C@@H](C)CO)C(=O)c2cc(NC(=O)CCC(F)(F)F)ccc2O1	6.0
CNC[C@H]1Oc2ccc(N(C)C)cc2C(=O)N([C@@H](C)CO)C[C@H]1C	-0.9
CO[C@H]1CN(C)C(=O)c2cc(NS(=O)(=O)c3cccc(Cl)c3)ccc2OC[C@@H](C)NC[C@@H]1C	-1.9
C[C@@H]1CN([C@@H](C)CO)C(=O)c2cccc(NS(=O)(=O)c3ccc(F)cc3)c2O[C@@H]1CN(C)C	-3.2
O=C(C[C@H]1C[C@@H]2c3cc(NC(=O)NC4CCCCC4)ccc3O[C@@H]2[C@@H](CO)O1)NCc1cccnc1	2.1
Cc1ccc(S(=O)(=O)N(C)C[C@@H]2Oc3ccc(NC(=O)Cn4cnnn4)cc3CC(=O)N([C@H](C)CO)C[C@@H]2C)cc1	0.6
C[C@H](CO)N1C[C@H](C)[C@H](CN(C)C(=O)C2CCOCC2)Oc2ncc(C#Cc3cccc(F)c3)cc2C1=O	0.2
C[C@H]1CN([C@@H](C)CO)C(=O)Cc2cc(NC(=O)C3CCCCC3)ccc2O[C@H]1CN(C)S(=O)(=O)c1ccc(F)cc1	-3.9
C[C@@H]1CCCCO[C@@H](CN(C)C(=O)Nc2ccccc2)[C@H](C)CN([C@H](C)CO)C(=O)c2cc(NC(=O)CCCN(C)C)ccc2O1	-1.1
CC=Cc1ccc2n(c1=O)C[C@H]1[C@H](CO)[C@@H](C(=O)NCC3CCCCC3)N(C(C)=O)[C@@H]21 (mixture of isomers)	0.1
CN1C(=O)c2cc(NC(=O)C3CCCCC3)ccc2OC[C@@H]2O[C@@H](CC(=O)NCCc3ccncc3)CC[C@H]21	-1.6
O=C(C[C@@H]1CC[C@H]2[C@@H](COC[C@@H](O)CN2C(=O)Nc2ccc(Cl)c(Cl)c2)O1)NCc1ccccc1	0.3
O=C(C[C@H]1CC[C@H](NC(=O)Nc2ccccc2F)[C@H](CO)O1)NCc1ccc(Cl)cc1	-3.2
C[C@@H]1CN([C@H](C)CO)S(=O)(=O)c2ccc(C3=CCCCC3)cc2O[C@H]1CN(C)C(=O)Cc1ccncc1	3.1
COCC(=O)Nc1ccc2c(c1)C(=O)N(C)C[C@H](OC)[C@@H](C)CN(CCc1ccccc1)[C@@H](C)CO2	-3.1
C[C@H](CO)N1C[C@H](C)[C@@H](CN(C)C(=O)Nc2ccc3c(c2)OCO3)OCCCC[C@H](C)Oc2ccc(NS(C)(=O)=O)cc2C1=O	3.1
CN(C)C(=O)C[C@H]1CC[C@H](NC(=O)c2ccc(F)cc2)[C@@H](CO)O1	2.2
CC(C)NC(=O)Nc1ccc2c(c1)C(=O)N([C@@H](C)CO)C[C@H](C)[C@@H](CN(C)S(=O)(=O)c1ccc(F)cc1)OCCCC[C@@H](C)O2	1.5
C[C@@H]1CN([C@@H](C)CO)S(=O)(=O)c2ccc(C#CCN(C)C)cc2O[C@H]1CN(C)Cc1ccccn1	1.0
CN1CCN(C(=O)C[C@H]2CC[C@H](NC(=O)c3ccc4c(c3)OCO4)[C@@H](CO)O2)CC1	-1.8
CO[C@H]1CN(C)C(=O)c2cc(NS(=O)(=O)c3cccc(C)c3)ccc2OC[C@H](C)NC[C@H]1C	-0.3
Cc1ccccc1-c1ccc([C@@H]2[C@H]3CN(S(C)(=O)=O)CCCCN3[C@H]2CO)cc1	2.6
C[C@H](CO)N1C[C@H](C)[C@@H](CN(C)S(C)(=O)=O)Oc2cc(C#CC3CCCC3)ccc2S1(=O)=O	1.9
C[C@H](CO)N1C[C@H](C)[C@H](CN(C)Cc2ccccc2)Oc2ncc(C#CC3(O)CCCC3)cc2C1=O	-2.2
CC(C)NC(=O)Nc1ccc2c(c1)C(=O)N([C@@H](C)CO)C[C@H](C)[C@H](CN(C)S(=O)(=O)c1ccc(F)cc1)OCCCC[C@@H](C)O2	0.7
C[C@H]1CN([C@@H](C)CO)C(=O)c2cccc(NC(=O)NC3CCCCC3)c2O[C@@H]1CN(C)Cc1ccc2c(c1)OCO2	-1.1
C[C@@H]1CN([C@@H](C)CO)C(=O)Cc2cc(NS(=O)(=O)c3cn(C)cn3)ccc2O[C@H]1CN(C)S(=O)(=O)c1cn(C)cn1	-0.3
CNC[C@@H]1Oc2c(NC(=O)Nc3ccc(F)cc3)cccc2C(=O)N([C@@H](C)CO)C[C@@H]1C	0.8
CC(C)NC(=O)N1C[C@H]2[C@@H](c3ccccc31)[C@H](CO)N2C(=O)c1ccc(F)cc1	-6.5
C[C@@H]1CN([C@H](C)CO)C(=O)c2cc(NC(=O)CCC(F)(F)F)ccc2O[C@@H](C)CCCCO[C@H]1CN(C)C(=O)CCC(F)(F)F	0.9
CCCNC(=O)C[C@@H]1CC[C@H]2[C@H](COc3ccc(NC(=O)c4cccc(C(F)(F)F)c4)cc3C(=O)N2C)O1	1.2
CCCNC(=O)N1[C@@H]2CN(C)c3ccccc3[C@@H]2[C@@H]1CO	-4.3
C[C@@H]1CN([C@H](C)CO)C(=O)c2cc(NC(=O)CCN3CCOCC3)ccc2O[C@H]1CN(C)S(C)(=O)=O	0.4
CCCN(C)C[C@H]1Oc2cc(-c3ccc(C)cc3)ccc2S(=O)(=O)N([C@H](C)CO)C[C@@H]1C	-1.6
C[C@@H]1CN([C@H](C)CO)C(=O)c2cccc(NS(=O)(=O)c3ccccc3)c2O[C@H]1CN(C)Cc1ccc(Oc2ccccc2)cc1	0.7
O=C(C[C@H]1C[C@H]2c3cc(NC(=O)CC4CC4)ccc3O[C@H]2[C@H](CO)O1)NCc1ccc2c(c1)OCO2	1.0
Cn1cnc(S(=O)(=O)N[C@H]2C=C[C@H](CC(=O)Nc3ccccc3)O[C@H]2CO)c1	-1.2
C[C@@H]1CCCCO[C@H](CN(C)C(=O)CCC(F)(F)F)[C@@H](C)CN([C@@H](C)CO)C(=O)c2cc(NS(C)(=O)=O)ccc2O1	-0.2
CCCC#Cc1cnc2c(c1)C(=O)N([C@H](C)CO)C[C@@H](C)[C@@H](CN(C)C(=O)c1ccc(F)cc1)O2	0.1

More results.
SMILES	BioA inh
COc1ccc(NC(=O)Nc2ccc3c(c2)C(=O)N([C@H](C)CO)C[C@H](C)[C@H](CN(C)C(=O)CCCN(C)C)OCCCC[C@@H](C)O3)cc1	-0.8
CN(C[C@H]1N[C@@H](CO)[C@@H]1c1ccc(C2=CCCC2)cc1)C(=O)c1cccc(F)c1	4.9
CCCNC(=O)N(C)C[C@@H]1Oc2ncc(C#CC3CCCCC3)cc2C(=O)N([C@@H](C)CO)C[C@H]1C	-0.4
CO[C@H]1CN(C)C(=O)c2ccc(NC(C)=O)cc2OC[C@@H](C)N(C(=O)c2ccc(F)cc2)C[C@H]1C	50*
CN(C)CCCNC(=O)C[C@@H]1CC[C@@H]2[C@H](COC[C@@H](O)CN2S(=O)(=O)c2ccc(F)cc2)O1	-2.0
C[C@@H]1CN([C@H](C)CO)C(=O)c2cc(NC(=O)NC3CCCCC3)ccc2O[C@@H](C)CCCCO[C@H]1CN(C)Cc1ccc2c(c1)OCO2	0.3
CNC[C@@H]1Oc2ccc(NC(=O)NC3CCCCC3)cc2C(=O)N([C@@H](C)CO)C[C@H]1C	0.0
COCC(=O)N1C[C@@H]2[C@H](c3ccccc31)[C@H](CO)N2C(=O)NC(C)C	-2.9
CC(C)NC(=O)N(C)C[C@H]1Oc2cc(C#Cc3ccccn3)ccc2S(=O)(=O)N([C@@H](C)CO)C[C@H]1C	0.4
CO[C@H](CN(C)CC1CCOCC1)[C@@H](C)CN(C(=O)Nc1ccc(F)cc1)[C@H](C)CO	0.2
Cc1ccc(S(=O)(=O)N(C)C[C@H]2OCCCC[C@H](C)Oc3ccc(NC(=O)Nc4ccc5c(c4)OCO5)cc3C(=O)N([C@H](C)CO)C[C@@H]2C)cc1	-3.3
CCC(=O)Nc1ccc2c(c1)C(=O)N(C)[C@@H]1CC[C@H](CC(=O)NCc3ccc(OC)cc3)O[C@H]1CO2	0.7

12 structures out of the list, sorted by SMILES length, ascending.
SMILES	BioA inh
COCC(=O)N1C[C@@H]2[C@H](c3ccccc31)[C@H](CO)N2C(=O)NC(C)C	-2.9
Cn1cnc(S(=O)(=O)N[C@H]2C=C[C@H](CC(=O)Nc3ccccc3)O[C@H]2CO)c1	-1.2
CO[C@H](CN(C)CC1CCOCC1)[C@@H](C)CN(C(=O)Nc1ccc(F)cc1)[C@H](C)CO	0.2
CCCNC(=O)N(C)C[C@@H]1Oc2ncc(C#CC3CCCCC3)cc2C(=O)N([C@@H](C)CO)C[C@H]1C	-0.4
CO[C@H]1CN(C)C(=O)c2ccc(NC(C)=O)cc2OC[C@@H](C)N(C(=O)c2ccc(F)cc2)C[C@H]1C	50*
CCC(=O)Nc1ccc2c(c1)C(=O)N(C)[C@@H]1CC[C@H](CC(=O)NCc3ccc(OC)cc3)O[C@H]1CO2	0.7
CN(C)CCCNC(=O)C[C@@H]1CC[C@@H]2[C@H](COC[C@@H](O)CN2S(=O)(=O)c2ccc(F)cc2)O1	-2.0
CCCC#Cc1cnc2c(c1)C(=O)N([C@H](C)CO)C[C@@H](C)[C@@H](CN(C)C(=O)c1ccc(F)cc1)O2	0.1
C[C@@H]1CCCCO[C@H](CN(C)C(=O)CCC(F)(F)F)[C@@H](C)CN([C@@H](C)CO)C(=O)c2cc(NS(C)(=O)=O)ccc2O1	-0.2
C[C@@H]1CN([C@H](C)CO)C(=O)c2cc(NC(=O)NC3CCCCC3)ccc2O[C@@H](C)CCCCO[C@H]1CN(C)Cc1ccc2c(c1)OCO2	0.3
COc1ccc(NC(=O)Nc2ccc3c(c2)C(=O)N([C@H](C)CO)C[C@H](C)[C@H](CN(C)C(=O)CCCN(C)C)OCCCC[C@@H](C)O3)cc1	-0.8
Cc1ccc(S(=O)(=O)N(C)C[C@H]2OCCCC[C@H](C)Oc3ccc(NC(=O)Nc4ccc5c(c4)OCO5)cc3C(=O)N([C@H](C)CO)C[C@@H]2C)cc1	-3.3

Carrying on:
SMILES	BioA inh
C[C@H]1CN([C@@H](C)CO)C(=O)Cc2cc(NS(=O)(=O)c3ccc(F)cc3)ccc2O[C@@H]1CN(C)C	-3.2
CC(=O)N1[C@@H]2c3ccc(-c4ccccc4)c(=O)n3C[C@H]1[C@H](CO)[C@H]2C(=O)NC1Cc2ccccc2C1	-0.1
C[C@@H]1CN([C@@H](C)CO)C(=O)c2cc(NC(=O)c3ccccc3)ccc2O[C@@H](C)CCCCO[C@H]1CN(C)Cc1ccncc1	-5.7
CN(C)Cc1cn(CC[C@H]2CC[C@@H](NC(=O)Nc3ccccc3F)[C@H](CO)O2)nn1	-0.9
C[C@@H]1CN([C@@H](C)CO)C(=O)c2cc(-c3ccccc3F)cnc2O[C@H]1CN(C)Cc1ccccc1F	0.3
C[C@@H]1CN([C@@H](C)CO)C(=O)c2cc(-c3ccc(F)cc3)cnc2O[C@H]1CN(C)C(=O)c1cccnc1	-3.3
C[C@@H]1CN([C@H](C)CO)C(=O)c2cc(NC(=O)NC3CCCCC3)ccc2O[C@@H](C)CCCCO[C@@H]1CN(C)Cc1ccncc1	6.2
O=C(C[C@@H]1C=C[C@H](NC(=O)c2ccccc2)[C@@H](CO)O1)NCc1ccncn1	-4.2
COCCNC(=O)C[C@@H]1C=C[C@H](NS(=O)(=O)c2ccc(C)cc2)[C@H](CO)O1	-2.4

Source: PubChem (Broad Institute)
